Screens: PubChem, National Center for Advancing Translational Sciences (NCATS)
aGlu spleen mod: qHTS Assay for Inhibitors and Activators of Human alpha-Glucosidase From Spleen Homogenate; actives 0.006% (n = 240,000); Potency, µM (series often up to 79.9 µM), for the others: at the highest dose activity change, negative = inhibition, hits mostly inhibitors; Lysosomal alpha-glucosidase (Homo sapiens), P10253; human spleen homogenate, 4-MU-alpha-glucoside fluorescence;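 further: 0% = enzyme with vehicle and -100% = no enzyme basal signal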
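Human spleen homogenate (1 ug) incubated with compounds and 1 mM 4-methylumbelliferyl-alpha-D-glucopyranoside in pH 5.0 citrate/phosphate buffer, 37 C, 40 min. Stopped at pH 10; 4-MU fluorescence (Ex 365/Em 440 nm); AC50 by Hill fit.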
RECQ1 helicase: qHTS Assay for Inhibitors of RecQ-Like Dna Helicase 1 (RECQ1); actives 0.54% (n = 240,000); ATP-dependent DNA helicase Q1 (Homo sapiens), P46063; Potency, µM (highest dose often 57.3 µM), for the others: at the highest dose activity, negative = inhibition, usual class: inhibitors; RECQ1 DNA unwinding, red fluorescence kinetic read; AID 2549, 2010;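 further: plate controls were vehicle for no effect and no enzyme for full effect; nearly all actives have a fitted effect of over 30% in size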
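RECQ1T1 50 nM; forked duplex (20 bp + 30-nt ss tails) 200 nM, ATP 2 mM final; pH 8.0, 2 mM MgCl2, 2.5 ug/ml poly(dI-dC); 15 min compound preincubation; discontinuous kinetic read over 2 h at RT.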
L3MBTL1 block: qHTS Assay for the Inhibitors of L3MBTL1. Lethal(3)malignant brain tumor-like protein 1 (Homo sapiens), Q9Y468. AlphaScreen L3MBTL1–H3K9me1 peptide binding. Potency, µM (top dose mostly 57.1 µM), inactives show at the top dose activity, negative = inhibition, usual class: inhibitors. actives 0.66% (n = 230,000). AID 485360, 2010; further: nearly all actives have a fitted effect of over 60% in size
Target sequence (Q9Y468 whole entry, looked up): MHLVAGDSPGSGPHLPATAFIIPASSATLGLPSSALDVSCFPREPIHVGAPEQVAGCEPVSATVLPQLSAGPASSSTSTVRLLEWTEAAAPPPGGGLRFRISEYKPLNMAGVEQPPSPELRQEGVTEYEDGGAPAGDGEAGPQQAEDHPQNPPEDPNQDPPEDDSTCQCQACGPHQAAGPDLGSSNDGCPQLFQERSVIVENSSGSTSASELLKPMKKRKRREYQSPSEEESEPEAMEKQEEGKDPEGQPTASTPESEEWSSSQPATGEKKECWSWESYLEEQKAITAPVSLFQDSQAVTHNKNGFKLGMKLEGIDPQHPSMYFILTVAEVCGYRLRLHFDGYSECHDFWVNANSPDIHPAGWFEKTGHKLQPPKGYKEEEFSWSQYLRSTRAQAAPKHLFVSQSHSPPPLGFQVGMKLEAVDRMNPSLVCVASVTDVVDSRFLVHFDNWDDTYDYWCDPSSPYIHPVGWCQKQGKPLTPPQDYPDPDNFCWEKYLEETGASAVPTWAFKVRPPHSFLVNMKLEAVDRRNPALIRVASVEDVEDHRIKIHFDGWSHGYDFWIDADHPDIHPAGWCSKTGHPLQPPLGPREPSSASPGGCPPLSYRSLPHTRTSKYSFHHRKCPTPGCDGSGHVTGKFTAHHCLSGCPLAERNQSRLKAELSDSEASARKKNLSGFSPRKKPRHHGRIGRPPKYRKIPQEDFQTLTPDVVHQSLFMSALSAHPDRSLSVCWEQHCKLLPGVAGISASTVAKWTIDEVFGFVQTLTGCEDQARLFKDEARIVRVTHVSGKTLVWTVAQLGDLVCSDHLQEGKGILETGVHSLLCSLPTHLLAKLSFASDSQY
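AlphaScreen assay: L3MBTL1 (50 nM final) was preincubated 30 min at room temperature with biotinylated H3(1-15)K9me1 peptide (75 nM final), then 30 min with library compounds; streptavidin donor and nickel chelate acceptor beads (10 ug/mL final) added, 30 min dark.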
GAA inhib: qHTS Assay for Inhibitors of Human alpha-Glucosidase as a Potential Chaperone Treatment of Pompe Disease; purified human GAA, 4-MU-alpha-glucoside fluorescence; Potency, µM (series often up to 76.9 µM), without a hit: top-dose activity change, negative = inhibition, actives largely listed as inhibitors; actives 0.005% (n = 200,000); AID 1466, 2008;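 further: plate controls were uninhibited enzyme wells for no effect and no-enzyme background for full effect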
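qHTS format, compound range up to 77 uM. Human lysosomal enzyme at 4 nM, 400 uM 4-MU glucoside substrate, pH 5.0, 20 min room temperature; fluorescence after alkaline stop gives activity normalized to controls.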
TRb SRC2 PPI: qHTS for Inhibitors of the Interaction of Thyroid Hormone Receptor and Steroid Receptor Coregulator 2; TRbeta-SRC2 peptide binding, fluorescence polarization; receptor liganded with 1 µM T3; Potency, µM (doses to about 106 µM), for inactives: at the highest dose activity change, negative = inhibition, most hits filed as inhibitors; actives 0.065% (n = 280,000); AID 1469, 2008;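 further: plate controls were bound peptide for no effect and peptide without receptor for full effect; nearly all actives have a fitted effect of over 50% in size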
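Binding of a 20-amino-acid Texas Red SRC2 peptide (20 nM) to TRb ligand-binding domain (0.6 uM) with agonist T3 at 1 uM was followed by fluorescence polarization after a 5 hr room-temperature incubation.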
TexasRed fluor: Total Fluorescence Counterscreen for Inhibitors of the Interaction of Thyroid Hormone Receptor and Steroid Receptor Coregulator 2. TRb/SRC2 Texas Red total fluorescence interference. Potency, µM (highest dose often 106 µM), for inactives: at the highest dose fluorescence change, negative = quenching. AID 1479, 2009. actives 0.29% (n = 280,000); active means well fitted curve in either direction with a large enough effect; inconclusive means small, poorly fitted or top-dose-only effect
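Human TRb ligand-binding domain at 0.6 uM with 20 nM Texas Red SRC2 peptide in Tris buffer containing 1 uM T3 and 5% DMSO, incubated with compound 5 h at ambient temperature. Total fluorescence (555/632 nm) calculated as parallel + 2 × perpendicular.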
GoLoco inh red: qHTS Assay for Inhibitors of RGS12 GoLoco Motif Activity (Red Fluorophore) | Guanine nucleotide-binding protein G(i) subunit alpha-1 (Homo sapiens), P63096 | Gai1:RGS12 GoLoco peptide FP, rhodamine, 10 min | Potency, µM (titrated, usually from 61.6 µM), for the others: at the top dose activity, negative = inhibition, hits mostly inhibitors | actives 0.44% (n = 230,000); active means well fitted inhibition curve with a large enough effect, not every such curve was filed as active; inactive means no such curve, though single readings can be large or run the other way; further: nearly all actives have a fitted effect of over 30% in size; many of its hits are not listed in these tables
GAA glycogen mod: qHTS Assay for Inhibitors and Activators of Human alpha-Glucosidase Cleavage of Glycogen; recombinant GAA, glycogen substrate, Amplex Red glucose oxidase fluorescence; Potency, µM (top dose mostly 76.4 µM), inactives show at the top dose activity change, negative = inhibition, hits mostly inhibitors; actives 0.38% (n = 300,000); AID 2100, 2009;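 further: 0% = full enzyme reaction and -100% = no-enzyme basal signal; the screen sought inhibitors and activators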
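Recombinant human enzyme (4 nM); glycogen substrate; 37 C, 40 min, pH 5.0. Readout: coupled glucose oxidase/Amplex Red fluorescence.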
The depositor's hits bear a star; i = inactive; ? = inconclusive; . = not tested or not shown; & = joins results of further samples; [ ] = dose if it differs, or a comment. Unless noted, the call rests on the fitted dose curve; in most records, active means well fitted curve in the direction sought with a large enough effect; inconclusive means small, poorly fitted or top-dose-only effect, or another doubt; inactive means no such curve, though single readings can be large; an effect the other way counts as inactive or inconclusive. Unless noted, on the % scale 0 is the no-effect control and ±100 the full control effect; potency means the concentration at half of the fitted maximal effect.

1) COC(=O)C1=C(C)N(CCc2ccc(OC)c(OC)c2)C(=O)/C1=C\N(C)C
2) CCCCNC(=O)CSc1nc2n[nH]c(C)c2c(=N)n1-c1cccc(Cl)c1C
3) Cc1cccc(CSc2ncc(CO)n2C)c1
4) CCNC(=S)N1CCN(CC(=O)Nc2ccc(Br)cc2)CC1
5) C#CCSc1[nH]c(=O)cc(C)c1C#N
6) CCOc1ccc(N2CC(C(=O)Nc3ccccc3F)CC2=O)cc1 (stereo unspecified)

| Compound | 1 | 2 | 3 | 4 | 5 | 6 |
| --- | --- | --- | --- | --- | --- | --- |
| aGlu spleen mod | -2% | 4% | -9% | -6% | 4% | 4% |
| RECQ1 helicase | -17% | 9% | -1% | -1% | 6% | -1% |
| L3MBTL1 block | . | -9% | 0% | -2% | -25% | . |
| GAA inhib | -1% | -4% | 4% | 7% | 14% | -9% |
| TRb SRC2 PPI | -3% | -2%&-4% | 1% | 0% | 0% | 2% |
| TexasRed fluor | -4% | -1%&1% | 1% | 0% | -4% | 5% |
| GoLoco inh red | 13% | -9% | 11% | 13% | 1% | 7% |
| GAA glycogen mod | -7% | 2% | -5% | -7% | 5% | -5% |

7) Cc1cc(NC(=O)Cn2c(C)nc3ccccc3c2=O)ccc1Br
8) CCOC(=O)CC/C(C)=N\N=C1\SC(CC(=O)O)C(=O)N1c1ccccc1 (stereo unspecified)
9) CC1=C([N+](=O)[O-])C(c2ccccc2C(F)(F)F)NC(=O)N1C (stereo unspecified)
10) CN(C)C(=O)C[n+]1cccc(/C=N/O)c1
11) Cc1ccc(S(=O)(=O)N(C)Cc2nc(-c3ccncc3)no2)cc1
12) COc1ccccc1NC(=O)N1c2ccccc2NC(=O)CC1C (stereo unspecified)

| Compound | 7 | 8 | 9 | 10 | 11 | 12 |
| --- | --- | --- | --- | --- | --- | --- |
| aGlu spleen mod | 9% | 19% | -1% | -9% | -5% | -2% |
| RECQ1 helicase | -9% | 28% | -1% | 6% | -5% | -7% |
| L3MBTL1 block | . | -16% | 7% | -17% | -6% | 7% |
| GAA inhib | -7% | . | . | 6% | 3% | -1% |
| TRb SRC2 PPI | 2% | -2% | 5% | -4% | -7% | -2% |
| TexasRed fluor | -3% | -4% | -1% | -2% | 0% | -2% |
| GoLoco inh red | -8% | -2% | 8% | -22% | -6% | 7% |
| GAA glycogen mod | 0% | 1% | -5% | 1% | 7% | -1% |

13) N/C(=N\OC(=O)c1cccc2ccccc12)c1ccccn1
14) COc1ccc(-c2csc(NC(=O)CSc3nnc(Nc4ccccc4C)s3)n2)cc1
15) CSC1=NCCN1C(=O)C12CC3CC(CC(C3)C1)C2
16) O=C(c1ccco1)N1CCN(C(=O)C2CCN(S(=O)(=O)c3cccs3)CC2)CC1
17) Nc1ccc2nc(SCc3ccccc3F)sc2c1
18) CCOC(=O)c1nn(-c2ccc(OC)cc2)c(=O)c2c(N)scc12

| Compound | 13 | 14 | 15 | 16 | 17 | 18 |
| --- | --- | --- | --- | --- | --- | --- |
| aGlu spleen mod | 10% | 1% | 2% | -8% | 8% | 3% |
| RECQ1 helicase | -1% | i | 16% | -27% | -1% | -1% |
| L3MBTL1 block | 0% | 5% | -1% | -11% | . | -6%&-4% |
| GAA inhib | . | -3% | -1% | -2% | . | -3% |
| TRb SRC2 PPI | 1% | 10% | 12% | -9% | -3% | 1% |
| TexasRed fluor | -2% | -1% | -2% | -1% | -1% | 3% |
| GoLoco inh red | 34%[activator] | 17% | -10% | . | 7% | -15% |
| GAA glycogen mod | 3% | 12% | 19% | 5% | -3% | -21% |

19) O=C(CSc1nc2ccccc2c(=O)n1CCCO)N1CCc2ccccc21
20) S=c1[nH]nc(-c2cccc(Cl)c2)n1/N=C/c1ccc(-c2ccccc2Br)o1
21) CC(=O)N1CN(S(=O)(=O)c2ccc(C)cc2)CC1C (stereo unspecified)
22) CCc1ccc(N2CC34C=CC(O3)C(C(=O)OC(C)C)C4C2=O)cc1 (stereo unspecified)
23) CC(C)Oc1cccc(C(=O)C2CCCN(Cc3cnc(N4CCCC4)s3)C2)c1 (stereo unspecified)
24) OCCNc1nc(N2CCN(Cc3ccccc3)CC2)nc2ccccc12

| Compound | 19 | 20 | 21 | 22 | 23 | 24 |
| --- | --- | --- | --- | --- | --- | --- |
| aGlu spleen mod | -3% | -8% | 4% | -5% | 0% | 1% |
| RECQ1 helicase | -11% | -6% | -1% | -3% | -13% | i |
| L3MBTL1 block | 1% | -11% | . | 4% | -19% | -1% |
| GAA inhib | -4% | . | -1% | -3% | 2% | -7% |
| TRb SRC2 PPI | -7% | 4% | 1% | 0% | 2% | 2% |
| TexasRed fluor | ? | 4% | -3% | -3% | -3% | 2% |
| GoLoco inh red | 9% | -3% | 9% | 5% | 13% | -1% |
| GAA glycogen mod | -1% | -7% | 2% | -4% | 11% | -3% |

25) Cc1ccc(C(=O)Nc2cccnc2)cc1S(=O)(=O)N1CCCCC1
26) O=C(CCC(=O)NNC(=O)COc1ccc(Br)cc1Br)NCc1ccccc1
27) CCOC(=O)c1ccc2c(c1)NC(=O)C(N1CCN(c3ccc(OC)cc3)CC1)S2 (stereo unspecified)
28) NS(=O)(=O)c1ccc(CNC(=O)/C=C/c2ccc(Cl)c(Cl)c2)cc1
29) Cc1ccc(S(=O)(=O)N2CCOCC2)c(C)c1-n1cnnn1
30) Nc1nc(CSC(=S)N2CCOCC2)nc(Nc2ccc(F)cc2)n1

| Compound | 25 | 26 | 27 | 28 | 29 | 30 |
| --- | --- | --- | --- | --- | --- | --- |
| aGlu spleen mod | -10% | -3% | -1% | 8% | -5% | 0% |
| RECQ1 helicase | -3% | 6% | -8% | 1% | 0% | -10% |
| L3MBTL1 block | 6% | -10% | -7% | 4% | 2% | -1% |
| GAA inhib | 10% | -1% | 1% | 3% | -1% | 1% |
| TRb SRC2 PPI | 1% | 8% | 4% | -11% | -3% | 4% |
| TexasRed fluor | 0% | 2% | -1% | 3% | -1% | -10% |
| GoLoco inh red | 10% | -1% | 4% | 15% | 3% | 11% |
| GAA glycogen mod | -22% | 18% | 13% | -11% | 1% | 14% |

31) O=c1oc2ccccc2n1CCc1ccccc1
32) O=C(COC(=O)c1cn(-c2ccccc2)nc1-c1cccnc1)NC1CC1
33) CC1CN=C(N(C(=O)Nc2ccccc2)c2ccc(S(=O)(=O)N3CCOCC3)cc2)S1 (stereo unspecified)
34) CCOC(=O)N1CCN(CCC(=O)c2ccc(Cl)cc2)CC1
35) Cc1ccc(Nc2ncnc3sc(C)c(C)c23)cc1
36) CCC(CC)C(=O)Nc1cccc(C(=O)N2CCOCC2)c1

| Compound | 31 | 32 | 33 | 34 | 35 | 36 |
| --- | --- | --- | --- | --- | --- | --- |
| aGlu spleen mod | 7% | 4% | -8% | -1% | -17% | -1% |
| RECQ1 helicase | -11% | i | -9% | -2% | -2% | -10% |
| L3MBTL1 block | 3% | -1% | 3% | 7%[11.4 µM] | 4% | . |
| GAA inhib | -1% | 2% | -8% | 0% | -3% | -5% |
| TRb SRC2 PPI | -8% | 3% | 0% | -13% | 4% | -19% |
| TexasRed fluor | -2% | 1% | -3% | -10% | -4% | 3% |
| GoLoco inh red | -5% | 6% | -4% | 2% | 12% | -33% |
| GAA glycogen mod | 10% | 4% | 2% | 9% | -3% | 8% |

37) COC(=O)c1cc(=O)nc2scc(C)n12
38) CCOC(=O)C1Cc2cc3c(cc2C1=O)CC(C(=O)OCC)C3=O (stereo unspecified)
39) COc1ccc2oc(N)c(C=O)c(=O)c2c1
40) O=C(NCc1ccc2c(c1)OCO2)C(=S)N1CCOCC1
41) CCOC(=O)N1CCC(NC(=O)C2CCN(S(=O)(=O)c3c(C)noc3C)CC2)CC1
42) C=CCN1C(=O)C(Cc2ccc(OC)cc2)SC1=Nc1ccc(C(=O)O)cc1 (stereo unspecified)
43) CCCCNCc1cc(Br)c(OCC(=O)NCc2ccccc2)c(OC)c1
44) CCOC(=O)c1c(NC(=O)c2noc(C)c2[N+](=O)[O-])sc(C(C)=O)c1C

| Compound | 37 | 38 | 39 | 40 | 41 | 42 | 43 | 44 |
| --- | --- | --- | --- | --- | --- | --- | --- | --- |
| aGlu spleen mod | -4% | -6% | -3% | 2% | 4% | -3% | -10% | -19% |
| RECQ1 helicase | -3% | 12% | 12% | i | -1% | -9% | -7% | -2% |
| L3MBTL1 block | -14% | -2% | 2% | -10% | . | 3% | -6% | . |
| GAA inhib | 5% | 13% | -13% | -3% | -1% | ? | -6% | -7% |
| TRb SRC2 PPI | 9% | 8% | 4% | -2% | 5% | 0% | -6% | -11% |
| TexasRed fluor | 0% | 0% | -1% | 0% | -1% | 1% | -2% | -1% |
| GoLoco inh red | -4% | -3% | 3% | -20% | -11% | 10% | -2% | 17% |
| GAA glycogen mod | 3% | ? | 1% | 15% | 2% | 2% | -10% | 2% |

An excerpt; the hit share may differ from the screen's.
